Screening data (PubChem)
XiGFP reactiv: activators of X-chromosome reactivation in mouse fibroblasts. XiGFP mouse fibroblasts, % GFP-positive cells imaging, 3 d; cells co-treated with 5-aza-dC sensitizer; scaled so ellipticine positive control = 100%. activation, % at 7.58 µM. actives 0.055% (n = 360,000);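 active = mean normalized replicate activation at least 10% and every replicate at or above 10%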;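 also: 0% = median of on-plate neutral control wells and 100% = ellipticine 6 µM median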
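material = 68-5-11 XiGFP fibroblast line | medium = DMEM plus 5-aza-dC sensitizer | schedule = 3 days compound exposure | benchmarks = positive control ellipticine, 6 µM final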
RAD54 branch: inhibitors of human RAD54 branch migration; AID 602329; RAD54 Holliday junction branch migration, FAM/BHQ fluorescence; actives 0.14% (n = 360,000); inhibition, % at 10.4 µM;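 active = mean normalized replicate activity at least 40 and at least half of replicates scoring 40 or more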;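 also: 0% = median of neutral control wells and 100% = median of positive control wells; inhibitors cause a drop in the FAM fluorescence signal; in these data hits start at about 50%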
Target sequence (Q92698 whole entry, looked up): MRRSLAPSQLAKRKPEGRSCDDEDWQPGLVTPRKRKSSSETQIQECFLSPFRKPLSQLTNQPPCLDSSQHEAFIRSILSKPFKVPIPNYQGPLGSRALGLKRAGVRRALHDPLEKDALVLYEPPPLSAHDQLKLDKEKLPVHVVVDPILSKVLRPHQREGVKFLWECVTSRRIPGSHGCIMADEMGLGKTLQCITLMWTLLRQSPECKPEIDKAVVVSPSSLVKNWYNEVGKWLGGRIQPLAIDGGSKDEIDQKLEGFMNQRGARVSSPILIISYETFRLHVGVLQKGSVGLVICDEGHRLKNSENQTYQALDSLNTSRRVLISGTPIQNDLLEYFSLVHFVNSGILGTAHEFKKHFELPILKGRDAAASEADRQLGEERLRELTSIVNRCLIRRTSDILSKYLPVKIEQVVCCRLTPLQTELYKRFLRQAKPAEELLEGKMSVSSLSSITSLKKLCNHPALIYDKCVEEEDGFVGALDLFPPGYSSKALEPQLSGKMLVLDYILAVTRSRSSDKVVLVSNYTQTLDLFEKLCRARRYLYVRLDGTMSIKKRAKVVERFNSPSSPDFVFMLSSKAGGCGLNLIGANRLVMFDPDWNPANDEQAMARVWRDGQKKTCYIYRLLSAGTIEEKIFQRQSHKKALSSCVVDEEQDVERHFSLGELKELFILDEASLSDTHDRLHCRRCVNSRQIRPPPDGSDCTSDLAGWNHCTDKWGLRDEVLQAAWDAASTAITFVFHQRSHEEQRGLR
esBAF inh: SWI/SNF esBAF complex inhibition; reporter increase, % at 12.5 µM; actives 2% (n = 350,000); AID 602393; mouse ES cells, Bmi1-luciferase knock-in reporter, 24 h; 100% = twice the neutral-well signal; in the data active = activation above about 40%;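 also: 0% = median of the plate's neutral control wells and 100% = double that signal; a rise in the Bmi1 reporter signal indicates esBAF inhibition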
S100A4 MyoIIA: inhibitors of human S100A4 binding to myosin IIA peptide. P26447. S100A4/TAMRA-MyoIIA peptide fluorescence polarization. actives 0.14% (n = 360,000). inhibition, % at 10.7 µM. AID 652163;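 active = mean inhibition of at least 70% across replicates, with every replicate also reaching that level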
Target sequence (P26447 whole entry, looked up): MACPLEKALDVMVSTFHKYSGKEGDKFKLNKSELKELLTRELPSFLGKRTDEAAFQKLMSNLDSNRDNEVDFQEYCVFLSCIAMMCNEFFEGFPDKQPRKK
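Test system: S100A4 monomer protein. Medium: HEPES buffer with Ca2+, pH 7.2. Reagent: fluorescent myosin IIA peptide, 5 nM. Compound dosing: single-point compound testing. Timing: 5 min between mix addition and reading. Benchmarks: DMSO neutral and TFP positive wells.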
E-selectin induc: E-selectin induction on HUVECs. P16581. HUVEC E-selectin immunofluorescence imaging; normalized: neutral wells 0, TNF-alpha wells 100. activation, % at 7.58 µM. actives 0.37% (n = 260,000);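 active = mean E-selectin-positive cell signal at least 10% of the positive control, reached in at least 60% of replicates, without over 20% cell loss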;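 also: in these data hits start at about 27%; measured in HUVEC primary endothelial cells; signal is the percent of cells scored E-selectin positive by PE staining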
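System: HUVEC, human umbilical vein endothelial cells; quantity: 3,000 cells/well; buffer or medium: EGM-2 medium, gelatin-coated wells; dosing: single-point compound dose; detection: immunofluorescence imaging; evaluation: % PE-positive cells; benchmarks: TNF-alpha, DMSO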
RAD52 anneal inh: blocks human RAD52 DNA annealing | P43351 | recombinant RAD52 DNA annealing, FRET fluorescence | inhibition, % at 18.7 µM | actives 0.46% (n = 360,000) | AID 651710;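 active = every replicate showing at least 50% inhibition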
EWS-Fli inh: EWS/Fli transcriptional activity inhibition; A673 NR0B1-luciferase reporter, viability-normalised; inhibition, % at 12.6 µM; actives 0.67% (n = 350,000); AID 651661;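 active = mean inhibition of at least 50% after viability correction, with every replicate also passing that limit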;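 also: firefly luciferase signal divided by Alamar Blue viability fluorescence both relative to DMSO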
FN deposition inh: fibronectin deposition inhibition; AH1F fibroblasts, Alexa488-fibronectin deposition fluorescence, overnight; inhibition, % at 12.6 µM; actives 0.086% (n = 350,000);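 active = mean inhibition across replicates of 30% or more, regardless of how many single replicates reach that level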;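 also: positive control wells lacked labelled fibronectin entirely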
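material = AH1F fibroblast monolayer depositing Alexa488-labelled fibronectin into matrix | amount = 10000 AH1F cells/well | buffer or medium = DMEM plus 2% serum, read in PBS | incubation = 1 h cell adhesion before compound, then overnight fibronectin incubation | detection = fluorescence at 485 nm excitation, 525 nm emission | evaluation = percent inhibition as loss of matrix-bound fibronectin fluorescence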
Numbers without * were called inactive; nt = not tested or not shown; & = joins results of further samples.

Every second line gives: EWS-Fli inh	RAD52 anneal inh	E-selectin induc	XiGFP reactiv	RAD54 branch	esBAF inh	FN deposition inh	S100A4 MyoIIA
(1) O=C(NCc1ccccc1)C1C(c2ccc3c(c2)OCO3)=Nc2ccccc2N1C(=O)c1ccccc1 (stereo unspecified)
 : 15	-36	0.0	0.2	nt	nt	9	-15
(2) C[C@@H]1CN([C@@H](C)CO)C(=O)c2cccc(NC(=O)C3CC3)c2O[C@@H]1CN(C)Cc1ccncc1
 : -6	13	1.1	0.1	0	-2	nt	2
(3) Cc1ccoc1C(=O)N1CCCCC1C(=O)O (stereo unspecified)
 : 11	-9	nt	0.1	nt	-11	2	-2
(4) CCOc1ccccc1C(=O)NCCN1CCC(n2c(=O)[nH]c3ccccc32)CC1
 : 12	4	-0.1	-0.1	nt	nt	0	-6
(5) CCN(C(=O)COC(=O)c1ccc(OC)c(S(=O)(=O)N2CCCc3ccccc32)c1)C1CCS(=O)(=O)C1 (stereo unspecified)
 : 5	2	2.0	0.3	-7	-13	-2	0
(6) COc1ccc(-c2cc(C)no2)cc1S(=O)(=O)NCCCN1CCCCCC1
 : nt	-71	nt	0.0	4	1	8	-7
(7) C=CCn1c(=O)c(C(=O)NCc2ccccc2)c(O)c2ccccc21
 : 4	-10	-0.1	0.0	-3	2	5	-1
(8) CC(C)NC(=O)Nc1ccc2c(c1)CC(=O)N([C@H](C)CO)C[C@H](C)[C@@H](CN(C)Cc1ccc(Cl)c(Cl)c1)O2
 : nt	-15	-7.0	0.0	-21	6	nt	0
(9) O=S(=O)(Oc1ccc(C(=S)N2CCOCC2)cc1)c1ccc(Cl)cc1
 : 0	7	-0.2	0.0	-9	2	11	-4
(10) O=C(C[C@H]1C[C@@H]2c3cc(NC(=O)Nc4ccccc4F)ccc3O[C@@H]2[C@@H](CO)O1)NCc1ccc(Oc2ccccc2)cc1
 : -2	-38	0.1	0.3	-3	10	-21	-9
(11) COC(=O)C[C@@H]1CC[C@H](NS(=O)(=O)c2ccccc2F)[C@@H](CO)O1
 : -11&-2	-11&7	0.0&0.0	0.0&0.0	7	1	-12	2&5
(12) Cc1cccc(N=O)n1
 : -28	-16	-0.1	0.0	nt	nt	-1	-3
(13) O=C(Cn1cnc2c(OCc3ccccc3)ncnc21)NCc1ccc2[nH]ccc2c1
 : 0	-3	0.0	0.0	8	2	-6	-2
(14) O=C(Nc1cccc(Cl)c1)N[C@@H]1CC[C@@H](CCNC(=O)C2CCCC2)O[C@@H]1CO
 : -6	17	-0.1	0.5	8	-3	-6	4
(15) COc1ccc(C(=O)NCCSc2ccccc2)cc1OC
 : -87	-1	nt	0.1	nt	nt	-6	3
(16) CC1CN=C(c2ccccc2)O1 (stereo unspecified)
 : 3	-13	1.2	0.2	-9	-8	0	-1
(17) Cc1cc(/C=C2/NC(=O)NC2=O)c(C)n1-c1ccncc1
 : -11	-13	4.3	0.0	0	-1	-1	-5
(18) CC(=O)OC[C@@H]1CN(Cc2cccc(C(F)(F)F)c2)C[C@H](n2cnc3c(NCc4ccco4)ncnc32)O1
 : 6	-29	0.0	0.1	-6	-4	7	1
(19) COc1cccc(-c2oc3c(c2C#CCCO)C(O)CCC3)c1 (stereo unspecified)
 : -15	-6	0.3	0.1	nt	nt	-4	-2
(20) C[C@H](CO)N1C[C@H](C)[C@H](CN(C)Cc2ccncc2)OCCCC[C@H](C)Oc2ccc(NC(=O)NC3CCCCC3)cc2C1=O
 : 0	11	0.6	0.0	-1	5	-4	19
(21) CS(=O)(=O)N1CC(=O)N2[C@@H](CO)[C@@H](c3ccc(C#CCC4CCCC4)cc3)[C@@H]2C1
 : -8	7	0.3	0.0	nt	nt	13	1
(22) CO[C@H]1CN(C)C(=O)c2ccc(NC(=O)C3CCC3)cc2OC[C@@H](C)N(CC2CCCCC2)C[C@H]1C
 : 0	1	-0.1	-0.7	3	4	15	-4
(23) CCn1nc(C(=O)NCc2nnc3ccccn23)c2ccccc2c1=O
 : 1	-2	nt	0.2	nt	nt	nt	4
(24) CCCNC(=O)c1ccccc1NC(=O)c1ccccc1N(C)S(=O)(=O)c1ccccc1
 : nt	nt	1.5	0.1	-3	2	-3	nt
(25) CCN1CCN(S(=O)(=O)c2ccc(Cl)c(C(=O)Nc3ccc(OC(F)F)cc3)c2)CC1
 : -2	-5	-0.2	0.0	7	0	3	-4
(26) C[C@@H]1CN([C@H](C)CO)C(=O)c2cccc(NS(=O)(=O)c3cccs3)c2O[C@H]1CN(C)C
 : 16	11	-0.1	0.0	-5	-6	-7	-2
(27) CC(=O)N(C)C[C@H]1Oc2ncc(C#CCc3ccccc3)cc2C(=O)N([C@H](C)CO)C[C@@H]1C
 : 10	-18	-0.2	-1.1	1	1	1	-8
(28) Cc1ccc(NC(=O)C2CCCN2S(=O)(=O)c2ccc3c(c2)CCC(=O)N3)cc1Cl (stereo unspecified)
 : -2	-3	0.0	0.3	4	2	-6	5
(29) CCN(CC)CCNC(=O)C1(O)c2cc(Br)ccc2NC(=O)N1c1cccc(OC)c1 (stereo unspecified)
 : 10	-6	nt	0.2	-2	3	9	-3
(30) COc1ccc2c3c([nH]c2c1)[C@H](CO)N(C(=O)Nc1ccc(F)cc1)CC31CN(Cc2nccs2)C1
 : 4	13	0.4	0.4	nt	nt	nt	-12

Nos. 25 through 27, quoted:
Every second line gives: EWS-Fli inh	RAD52 anneal inh	E-selectin induc	XiGFP reactiv	RAD54 branch	esBAF inh	FN deposition inh	S100A4 MyoIIA
(25) CCN1CCN(S(=O)(=O)c2ccc(Cl)c(C(=O)Nc3ccc(OC(F)F)cc3)c2)CC1
 : -2	-5	-0.2	0.0	7	0	3	-4
(26) C[C@@H]1CN([C@H](C)CO)C(=O)c2cccc(NS(=O)(=O)c3cccs3)c2O[C@H]1CN(C)C
 : 16	11	-0.1	0.0	-5	-6	-7	-2
(27) CC(=O)N(C)C[C@H]1Oc2ncc(C#CCc3ccccc3)cc2C(=O)N([C@H](C)CO)C[C@@H]1C
 : 10	-18	-0.2	-1.1	1	1	1	-8

Record cards, from the list above. Screens in order: EWS-Fli inh	RAD52 anneal inh	E-selectin induc	XiGFP reactiv	RAD54 branch	esBAF inh	FN deposition inh	S100A4 MyoIIA
CC(=O)OC[C@@H]1CN(Cc2cccc(C(F)(F)F)c2)C[C@H](n2cnc3c(NCc4ccco4)ncnc32)O1 is entered as 6	-29	0.0	0.1	-6	-4	7	1
Cc1cc(/C=C2/NC(=O)NC2=O)c(C)n1-c1ccncc1 is entered as -11	-13	4.3	0.0	0	-1	-1	-5
CCN1CCN(S(=O)(=O)c2ccc(Cl)c(C(=O)Nc3ccc(OC(F)F)cc3)c2)CC1 is entered as -2	-5	-0.2	0.0	7	0	3	-4
C[C@@H]1CN([C@H](C)CO)C(=O)c2cccc(NS(=O)(=O)c3cccs3)c2O[C@H]1CN(C)C is entered as 16	11	-0.1	0.0	-5	-6	-7	-2
CO[C@H]1CN(C)C(=O)c2ccc(NC(=O)C3CCC3)cc2OC[C@@H](C)N(CC2CCCCC2)C[C@H]1C is entered as 0	1	-0.1	-0.7	3	4	15	-4

Following part.
Every second line gives: EWS-Fli inh	RAD52 anneal inh	E-selectin induc	XiGFP reactiv	RAD54 branch	esBAF inh	FN deposition inh	S100A4 MyoIIA
(31) CCc1ccc(NC(=S)N2CCC(NC(=O)c3ccccc3)CC2)cc1
 : 8	-12	nt	0.0	-2	8	-1	-1
(32) CCCCC1=CC2=C(c3ccco3)C(=O)C(C)(OC(=O)c3ccc(OC)cc3)C(=O)C2=CN1CCCOC(C)C (stereo unspecified)
 : -10	-53	0.5	0.1	-21	0	-2	-4
(33) CCNC(=O)C1(C)CCCN1C(=O)c1ccc(C#N)cc1 (stereo unspecified)
 : -5	-7	1.5	0.2	8	-12	-5	-4
(34) COc1ccccc1/C=C1\SC(=S)N(CCC(=O)Nc2cccc(O)c2)C1=O
 : 3	-23	nt	0.3	-1	-5	1	2
(35) CC(C)(C)OC(=O)N1CCC(C(=O)Nc2ccc3c(c2)CCC3)CC1
 : -93	-20	0.0	0.2	7	75*	-3	-1
(36) COc1ccc(C#Cc2ccc([C@@H]3[C@@H](CO)N4CCCCN(C(=O)Nc5ccc(F)cc5)C[C@H]34)cc2)cc1
 : nt	-21	-0.6	0.1	-9	nt	nt	-10
(37) COc1ccc(-n2nc(C(=O)NCCCN3CCOCC3)c3ccccc3c2=O)c(OC)c1
 : nt	1	nt	0.0	-2	-3	3	4
(38) CCc1nnc(NC(=O)C2CCCO2)s1 (stereo unspecified)
 : -4	4	-2.9	0.5	nt	nt	-1	3
(39) O=C(C[C@@H]1C=C[C@H](NC(=O)c2ccc(F)cc2)[C@H](CO)O1)NCCc1ccccc1
 : 4	5	0.0	-0.5	-4	3	0	-5
(40) C[C@H]1CN([C@@H](C)CO)S(=O)(=O)c2ccc(-c3ccc(F)cc3)cc2O[C@@H]1CN(C)C(=O)C1CC1
 : 9	nt	-0.4	-0.6	nt	2	-17	nt
(41) Nc1nonc1-n1nnc(C(=O)N/N=C/c2cc(Br)ccc2O)c1CNc1ccccc1
 : nt	-9	nt	4.6	-5	-29	9	4
(42) CCOC(=O)C(=O)N(C)c1c(CC)nc2c(OCc3ccc(OC)cc3)cccn12
 : -5	-20	0.2	-0.1	-7	-6	-1	-2
(43) Cc1cccc(NC(=O)CSc2ccc3nnc(-c4cccnc4)n3n2)c1
 : nt	-5	0.2	0.0	5	6	8	-8
(44) CC(C)n1nccc1N(Cc1ccc(C#N)cc1)S(=O)(=O)c1ccccc1
 : 14	-13	nt	0.0	-3	-4	9	-3
(45) COc1cccc(/C=C/C(=O)OCC(=O)Nc2cc(S(=O)(=O)N3CCOCC3)ccc2C)c1
 : -6	-21	-0.1	0.0	-1	9	3	-2
(46) CC1Nc2ccccc2C(=O)N1NS(C)(=O)=O (stereo unspecified)
 : -4	-15	-0.9	0.1	nt	nt	3	0
(47) O=C(NC1CCN(Cc2ccccc2)CC1)c1ccccc1
 : 5	-8	0.6	0.0	2	-7	-4	-4
(48) Cc1cccc(-c2ccc([C@@H]3[C@H]4CN(Cc5cncnc5)CCCCN4[C@H]3CO)cc2)c1
 : 9	17	-0.4	0.2	-9	1	nt	-28
(49) O=C(NCCN1CCOCC1)c1ccc(S(=O)(=O)Nc2ccccc2)cc1
 : -1	-23	-0.4	0.0	12	0	1	-1
(50) Cc1cccnc1C(NC(=O)C1CCN(Cc2ccc3ccccc3n2)CC1)c1ccc(Cl)cc1 (stereo unspecified)
 : 22	10	-0.1	0.2	-16	-6	-7	2

Rows were taken by chance; any-hit rate near 3%.
